CR mimetic SO: caloric restriction mimetics inhibiting age-related superoxide in yeast; S. cerevisiae aged cells, superoxide DHE fluorescence; hits give low values; superoxide response (% of plate mean), % at 10 µM; actives 0.18% (n = 330,000);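 active means superoxide response under a set limit, about three screen SD below normal, cut at about 65% in these data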;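 further: yeast aged for seven days with compound at 30 °C before DHE staining; 100% = average MFI of all compound-treated wells on the plate with controls excluded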
AGP1-GFP MLPCN: alters AGP1-GFP fluorescence in TOR pathway yeast screen; GFP response vs DMSO, % at 10 µM; AID 2066; actives 0.02% (n = 320,000); S. cerevisiae AGP1-GFP multiplex flow cytometry, 3 h; GFP as percent of DMSO wells;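 active means GFP response relative to DMSO above a set limit, near screen average plus 3 SD, cut at about 150% in these data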;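 further: median GFP channel fluorescence of the gated AGP1 strain per well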
VLA-4 inh: inhibition in a human VLA-4 binding assay | actives 0.2% (n = 330,000) | P13612 | AID 2557 | VLA-4 expressing cells, ligand binding flow cytometry | inhibition, % (about 7 µM as worked out from the volumes in the protocol); in the data active means inhibition above about 50%
GRK2 aptamer HTS: blocks RNA aptamer binding to human GRK2 | actives 0.59% (n = 330,000) | inhibition of aptamer binding, % at 10 µM | bead flow cytometry, FAM-aptamer displacement from GRK2 | AID 488847;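 active means inhibition of aptamer binding above 40%, roughly 3 SD of noise, on plates passing a quality check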;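 further: median bead fluorescence of bound FAM aptamer so fluorescent compounds give negative values; no value below 0 was filed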
BCLXL inh: blocks human Bcl-xL binding to Bim BH3 peptide; actives 0.7% (n = 320,000); Q07817; GST-Bcl-xL / FITC-Bim BH3 peptide fluorescence polarization; inhibition, % at 10.9 µM;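 active means inhibition above the mean of all tested compounds plus 3 SD, cutoff set per campaign, cut at about 30% in these data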;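 further: 0% = DMSO wells and 100% = unlabeled Bim-BH3 peptide competitor; inhibitors lower millipolarization by displacing the labeled peptide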
Target sequence (Q07817 whole entry, looked up): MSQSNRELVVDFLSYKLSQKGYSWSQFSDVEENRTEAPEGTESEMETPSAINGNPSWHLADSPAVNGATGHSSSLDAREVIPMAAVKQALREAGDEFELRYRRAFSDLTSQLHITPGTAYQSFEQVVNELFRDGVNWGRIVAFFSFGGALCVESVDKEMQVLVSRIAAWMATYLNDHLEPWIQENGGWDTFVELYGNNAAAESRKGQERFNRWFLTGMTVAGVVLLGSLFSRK
MCL1-BIM inh: MCL1-BIM-BH3 interaction inhibition (human); inhibition, % at 10.9 µM; GST-MCL1 / FITC-Bim-BH3 fluorescence polarization; actives 0.68% (n = 320,000); AID 2057; Q07820;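 active means inhibition above the mean inhibition of all tested compounds plus 3 SD, set per campaign, cut at about 40% in these data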;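 further: 0% = DMSO wells and 100% = unlabeled Bim-BH3 peptide control; higher means more loss of mP so more displacement of Bim peptide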
Target sequence (Q07820 whole entry, looked up): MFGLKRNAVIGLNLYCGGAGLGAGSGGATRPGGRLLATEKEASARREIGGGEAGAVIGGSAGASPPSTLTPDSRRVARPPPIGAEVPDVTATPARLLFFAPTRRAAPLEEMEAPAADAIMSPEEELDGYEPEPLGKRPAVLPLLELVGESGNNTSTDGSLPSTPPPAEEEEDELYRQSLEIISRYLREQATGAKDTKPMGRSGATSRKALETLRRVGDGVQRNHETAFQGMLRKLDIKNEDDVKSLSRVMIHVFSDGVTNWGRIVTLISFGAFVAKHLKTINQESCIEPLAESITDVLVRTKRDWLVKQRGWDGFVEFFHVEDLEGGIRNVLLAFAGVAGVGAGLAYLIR
CIT2-GFP yeast: alters CIT2-GFP fluorescence in TOR pathway yeast screen | S. cerevisiae CIT2-GFP strain, flow cytometry, 3 h; 100 means same as DMSO wells | GFP response vs DMSO, % at 10 µM | actives 0.065% (n = 320,000) | AID 2029;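 active means GFP response relative to DMSO above a set limit, near the screen mean plus 3 SD, cut at about 150% in these data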;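 further: ratio of well median GFP fluorescence to mean of DMSO wells on the plate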
GLD-1 RNA inh: GLD-1-TGE RNA interaction inhibition (C. elegans). purified GLD-1 + fluorescein TGE RNA, fluorescence polarization. Q17339. inhibition, % at 5.96 µM. actives 0.44% (n = 320,000);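 active means percent inhibition above a per-plate cutoff, the plate mean of test compounds plus 3 SD, cut at about 30% in these data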;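 further: 0% = DMSO wells with GLD-1 and probe and 100% = wells lacking GLD-1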
Target sequence (Q17339 whole entry, looked up): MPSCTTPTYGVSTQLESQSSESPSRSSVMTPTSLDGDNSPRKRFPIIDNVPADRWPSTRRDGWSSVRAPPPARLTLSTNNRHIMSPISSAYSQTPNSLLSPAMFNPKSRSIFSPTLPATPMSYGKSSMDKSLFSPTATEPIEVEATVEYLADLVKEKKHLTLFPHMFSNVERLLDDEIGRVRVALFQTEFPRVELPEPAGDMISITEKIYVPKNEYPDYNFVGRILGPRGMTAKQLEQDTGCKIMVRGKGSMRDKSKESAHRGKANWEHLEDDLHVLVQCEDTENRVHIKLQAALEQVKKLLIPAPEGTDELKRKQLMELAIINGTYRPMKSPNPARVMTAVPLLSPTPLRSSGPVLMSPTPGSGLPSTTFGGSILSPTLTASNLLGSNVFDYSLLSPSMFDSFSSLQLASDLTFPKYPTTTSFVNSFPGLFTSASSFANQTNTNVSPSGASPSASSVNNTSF
MEX-5 binding: C. elegans MEX-5 TCR-2 RNA binding activity; AID 1832; Q9XUB2; MEX-5/FITC-TCR2 RNA binding, fluorescence polarization; hits give low values; activity score (negative = inhibition of binding), % at 10 µM; actives 0.38% (n = 300,000);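 active means inhibition past about -25% in most replicates, and total fluorescence under double the plate's negative control median, limit read from the data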;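 further: 0% = DMSO and -100% = 5 µM competing unlabeled TCR2 RNA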
The depositor's hits bear a star; x = not tested or not shown.

SMILES	CR mimetic SO	AGP1-GFP MLPCN	VLA-4 inh	GRK2 aptamer HTS	BCLXL inh	MCL1-BIM inh	CIT2-GFP yeast	GLD-1 RNA inh	MEX-5 binding
O=C1Cc2cc(NS(=O)(=O)c3ccc([N+](=O)[O-])cc3)cc3c2N1CCC3	94	105	1	2	1	8	101	-3	3.1
CCC(=O)N/N=c1/sc2ccccc2n1C	100	101	-4	0	2	-2	104	1	-1.1
O=C(NCc1ccccc1)C1CC(=O)N(c2ccc(OCC(=O)N3CCOCC3)cc2)C1 (stereo not given)	114	99	3	0	1	2	122	2	0.6
Nc1c(C(=O)c2ccccc2)oc2ccc(Br)cc12	91	99	-3	0	4	-4	91	7	1.0
CC(C)(C)c1sc(N)nc1-c1ccccc1	98	100	12	1	4	1	100	3	-0.8
O=c1[nH]c2ccc(S(=O)(=O)N3CCN(c4ccc(F)cc4)CC3)cc2o1	99	101	6	0	4	2	95	-3	-0.4
CNc1ccc([N+](=O)[O-])cc1C(=O)O	102	86	-1	2	3	-2	88	6	0.3
Cc1ccc(C(c2sc3nc(C)nn3c2O)N2CCN(c3ccc(F)cc3)CC2)cc1 (stereo not given)	103	101	-20	3	8	8	113	-4	-1.5
COCCNC(=O)C1CCC(CNS(=O)(=O)c2ccc(F)cc2)CC1 (stereo not given)	95	100	1	2	-4	-1	104	0	3.5
O=C(CN1CCN(S(=O)(=O)c2ccccc2[N+](=O)[O-])CC1)Nc1ccc(N2CCOCC2)cc1	94	100	-4	0	10	5	100	7	-1.4
O=C(O)C1Cc2ccccc2CN1C(=O)c1ccccc1 (stereo not given)	66	101	5	3	-2	3	98	4	0.2
CCCC(C)NC(=O)c1nc(-c2ccccc2)n(-c2ccccc2)n1 (stereo not given)	107	116	17	4	3	-6	103	-3	2.4
CCOC(=O)c1ccc(NC(=O)CCc2nc(-c3ccccc3)no2)cc1	106	100	9	0	6	3	105	0	-2.1
COc1ccc([C@H]2CC(=O)C=C(c3ccccc3C(F)(F)F)C2)cc1	108	100	-18	3	6	8	107	-4	x
Cn1ncc(Br)c1C(=O)Nc1ccc(F)cc1F	101	108	6	4	4	5	100	0	1.8
Cn1nnnc1SCC(=O)Nc1cccc([N+](=O)[O-])c1	119	96	6	1	4	8	99	6	1.2
O=C(c1cc(COc2ccc(-n3cncn3)cc2)on1)N1CCCC1	98	94	-7	1	-4	-7	95	-3	-0.4
NC(=O)Cn1cc(/C=N\NS(=O)(=O)c2cccc([N+](=O)[O-])c2)c2ccccc21	121	100	-13	0	-4	-9	100	-3	0.5
CC(C)CCOP(=O)(c1ccc(N(C)C)cc1)C(O)c1ccc(C(C)C)cc1 (stereo not given)	112	99	8	4	-2	-2	122	2	0.7
CCCCN(C)CCCNC(=O)c1ccc(N2CCCC2=O)cc1	94	100	-6	2	4	0	103	4	-0.3
Cc1cc(NS(=O)(=O)c2ccc(NC(=O)c3cc4cc(Br)ccc4oc3=O)cc2)no1	104	x	-5	1	7	3	96	-5	-0.4
COC(=O)c1cc(OC)c(OC)cc1NC(=O)c1cccc(C)c1	77	95	-3	0	9	1	114	-4	1.1
COc1ccccc1NC(=O)CSc1nc2nc(C)cc(C)c2c(=O)[nH]1	99	103	-2	0	6	2	108	0	-1.0
COc1cc(C2C=C(Nc3ccccc3)C(=O)N2c2ccccc2)ccc1O (stereo not given)	96	95	0	3	0	-14	102	-14	3.0
CC(C)(C)N(Cc1ccccc1)C(=O)COC(=O)c1cccc([N+](=O)[O-])c1	97	96	4	1	2	-2	97	2	-0.4
O=C(/C=C/c1ccccc1)NC(NC(=S)Nc1cc(Cl)ccc1Cl)C(Cl)(Cl)Cl (stereo not given)	106	99	-19	0	5	6	98	4	1.8
Cc1ccc(NC(=O)COC(=O)Cn2ccc(C(F)(F)F)n2)cc1Cl	88	96	-6	1	6	0	96	-1	x
COc1cccc(CNC(=O)CCC2CCCN(C(=O)c3ccoc3C)C2)c1 (stereo not given)	97	102	-5	3	4	8	99	3	-1.1
CC(C)CCn1c(O)c(N=NC(=O)c2ccco2)c2ccccc21	104	101	10	3	5	14	109	0	3.0
COc1cc(OC)cc(C(=O)N[C@H](C(=O)OCc2cc(=O)oc3cc(C)ccc23)C(C)C)c1	92	99	11	5	6	3	112	0	-3.5
Cn1c(=O)c2c(ncn2Cc2nnc(N)s2)n(C)c1=O	98	88	6	1	8	-2	89	3	-2.1
CC(=O)NC(=S)Nc1ccc(NC(=O)c2cccnc2Cl)cc1	102	105	-1	4	3	3	93	0	1.6
COc1cccc(CNC(=O)COC(=O)C2CCN(c3ccc(C(F)(F)F)cn3)CC2)c1	82	114	0	0	-7	-11	107	6	x
CCN(Cc1cc(OC)c(OC)c(OC)c1)C(=S)Nc1cccc(SC)c1	112	100	-2	x	1	1	91	7	1.9
CCC(=O)c1ccccc1OCCN1CCN(CC)CC1	97	91	19	3	2	2	81	-1	-2.4
Cc1cc(OCC(O)CN2CCN(CCO)CC2)ccc1C(C)C (stereo not given)	97	109	1	1	5	5	102	4	-1.8
CC1CCCC(C)N1C(=O)Cc1ccccc1 (stereo not given)	78	93	10	1	-1	-5	94	5	2.4
CCCc1[nH]n(-c2ccc([N+](=O)[O-])cc2)c(=O)c1C=NCCc1c[nH]c2ccccc12	98	105	4	0	6	0	108	7	1.6
CCC(O)C1CCN(Cc2cn(Cc3ccccc3)nc2-c2cc3ccccc3o2)CC1 (stereo not given)	87	99	0	0	4	12	103	-5	3.9
COc1ccccc1C(=O)Nc1cc(Cl)ccc1O	86	100	-22	1	-3	-10	105	3	-0.3
COc1ccc(CNC(=O)CCS(=O)(=O)c2ccc3c(c2)NC(=O)C(C)S3)cc1 (stereo not given)	105	103	0	23	5	-1	102	4	4.8
O=[N+]([O-])c1ccccc1N(CC1CO1)S(=O)(=O)c1ccccc1 (stereo not given)	92	104	15	2	4	0	102	0	-1.8
CC1(C)CC(C)(O)N(Cc2ccccc2)C(=S)N1 (stereo not given)	98	93	30	0	6	12	87	2	-1.9
CC(CNC(=O)CCc1nnc2ccc(N3CCC4(CC3)OCCO4)nn12)c1ccccc1 (stereo not given)	83	99	2	1	1	0	97	7	-2.1
CC1(C)CC(=O)C2=C(C1)Nc1ccccc1NC2c1ccc([N+](=O)[O-])cc1 (stereo not given)	99	99	5	x	3	8	85	4	0.3
COc1ccccc1N1CCN(C(=O)CNC(=O)c2cn(-c3ccccc3OC)c(=O)c3ccccc23)CC1	88	111	-15	0	5	3	116	-3	1.5
Cc1nc(N2CCN(C)CC2)c2c3c(sc2n1)CCCC3	101	105	8	0	3	-1	112	4	0.9
CC1=C(C(=O)Nc2ccc(C(=O)NCCC(C)C)cc2)SCCO1	94	99	0	0	6	1	104	-5	1.5
CCN1C(=O)C(CC(=O)Nc2ccc(OC)cc2)N(CCCN2CCN(c3ccc(F)cc3)CC2)C1=S (stereo not given)	100	106	12	2	4	7	100	9	0.0
COC(=O)CN1C(=S)N(c2ccc(F)cc2)C(=O)C1CC(=O)Nc1ccc(OC)cc1 (stereo not given)	96	107	27	2	-4	-2	104	5	0.6
CCN(CC)C(=O)Cn1cc(C(=O)C(=O)NCCc2c[nH]c3ccccc23)c2ccccc21	114	103	5	3	-2	0	97	2	-1.3
CCOC(=O)c1c(CN2CCOCC2)n(-c2ccccc2)c2cc(Br)c(O)cc12	96	103	-9	4	2	3	x	3	1.2
O=C(COc1ccccc1[N+](=O)[O-])Nc1ccc2oc(=O)ccc2c1	107	100	14	0	4	3	99	2	-0.7
COc1ccc(CCn2c(C)cc(C(=O)CSc3nnnn3-c3ccccc3)c2C)cc1OC	111	104	11	0	3	2	107	-1	0.7
COC(=O)CSc1nnc([C@H](CC(C)C)NC(=O)OC(C)(C)C)o1	97	99	1	0	-4	-14	95	5	2.0
Cc1ccccc1-c1nc(S(=O)(=O)c2ccc(Br)cc2)c(NCc2cccnc2)o1	109	x	9	2	5	6	88	5	1.6
N/C(=N\OC(=O)c1ccc(Br)cc1)c1cccc([N+](=O)[O-])c1	93	92	17	2	2	-7	108	-2	-0.1
COc1ccc(N/C(C)=C2/C(=O)C(=O)N(CCO)C2c2ccc(Br)cc2)cc1 (stereo not given)	127	108	5	3	7	3	108	1	0.4
O=C(/C=C/Nc1ccccc1C(=O)O)c1cccs1	103	95	9	0	6	-9	97	-5	0.9
Cc1cc(C)cc(CSc2nnc(C)c(=O)[nH]2)c1	82	104	7	0	7	2	103	7	-0.6
Later entries.
SMILES	CR mimetic SO	AGP1-GFP MLPCN	VLA-4 inh	GRK2 aptamer HTS	BCLXL inh	MCL1-BIM inh	CIT2-GFP yeast	GLD-1 RNA inh	MEX-5 binding
COCCNC(=O)C1CC(=O)N(C2CCCC2)C1 (stereo not given)	91	100	16	1	-1	-1	102	1	1.3
CCS(=O)(=O)N1CCN(S(=O)(=O)c2ccc(S(=O)(=O)NC3CC3)cc2)CC1	98	101	-2	0	3	-2	103	1	-2.1
COc1ccc(Cl)cc1NC(=O)CN(C)C(=O)Cc1ccc2c(c1)CCC2	107	98	9	1	5	0	97	4	0.7
CC1CCCC(C)N1C(=O)COC(=O)/C=C/c1ccc(Br)o1 (stereo not given)	131	96	7	43*	x	x	92	4	x
Cc1noc(C)c1COC(=O)c1ccc(-c2nc3ccccc3s2)s1	93	93	7	4	8	11	91	1	0.0
CC1Sc2ccc(S(=O)(=O)CCC(=O)N3CCN(c4cccc(Cl)c4)CC3)cc2NC1=O (stereo not given)	94	92	2	9	3	2	93	-5	-0.6
CCCCNC(=O)Nc1cc(C)on1	102	85	30	2	2	-2	x	-4	-4.3
COc1ccc(C(C#N)c2ccc(Cl)nn2)cc1 (stereo not given)	98	98	12	1	0	4	98	4	0.3
Cc1c(Br)c([N+](=O)[O-])nn1CC(=O)Nc1ccc(C(C)C)cc1	115	98	10	0	4	0	102	0	-0.2
C/C(=N\NC(=O)c1cccc([N+](=O)[O-])c1)c1cccs1	115	100	3	0	2	3	91	7	-2.4
CCOC(=O)c1c(-c2ccccc2)csc1NC(=S)NC(=O)c1ccccc1	94	95	-21	0	-4	9	96	1	2.4
COc1cccc(C(=O)NCCNC(=O)c2ccccn2)c1	96	98	7	2	9	9	108	-2	0.2
CC1CC(C)CN(C(=O)COc2cccnc2[N+](=O)[O-])C1 (stereo not given)	115	97	3	1	x	x	95	-8	x
COc1ccc(-c2nnc(SCCOc3cccc(C)c3)n2N)cc1	91	96	3	3	-1	-4	91	-1	-0.6
CN(Cc1ccccc1)C(=O)Cn1cccc1C(=O)c1ccccc1	101	105	13	0	1	-10	97	0	x

Full records, quoted from the list. Order of values: CR mimetic SO, AGP1-GFP MLPCN, VLA-4 inh, GRK2 aptamer HTS, BCLXL inh, MCL1-BIM inh, CIT2-GFP yeast, GLD-1 RNA inh, MEX-5 binding
CC1CC(C)CN(C(=O)COc2cccnc2[N+](=O)[O-])C1 (stereo not given) as listed: 115, 97, 3, 1, x, x, 95, -8, x
CCS(=O)(=O)N1CCN(S(=O)(=O)c2ccc(S(=O)(=O)NC3CC3)cc2)CC1 as listed: 98, 101, -2, 0, 3, -2, 103, 1, -2.1
COc1ccc(-c2nnc(SCCOc3cccc(C)c3)n2N)cc1 as listed: 91, 96, 3, 3, -1, -4, 91, -1, -0.6
COc1ccc(C(C#N)c2ccc(Cl)nn2)cc1 (stereo not given) as listed: 98, 98, 12, 1, 0, 4, 98, 4, 0.3
Cc1noc(C)c1COC(=O)c1ccc(-c2nc3ccccc3s2)s1 as listed: 93, 93, 7, 4, 8, 11, 91, 1, 0.0

Rows were taken by chance. Share with any hit: about 2.1%.
